Compound activity: PubChem BioAssay, several laboratories
Arr AP2 block = inhibitors of beta-arrestin/AP2 binding, primary screen, biochemical, GPCR trafficking, flow cytometry | FITC-arrestin peptide / GST-AP2 beads; AP2 beta2 appendage carries R879A mutation | hit rate 0.31% among 340,000 | AID 504490, 2011 | inhibition, % at 10 µM | beta-arrestin 1 C-terminal peptide binding to AP2 beta2-adaptin appendage (human);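 active means inhibition above a set limit, near 3 SD of compounds lacking own fluorescence, cut at about 54% in these data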;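 further: plate controls were DMSO wells for no effect and 5 µM unlabelled arrestin peptide for full effect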
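Material – GST-tagged AP2 beta2-adaptin appendage (R879A) on 4 µm glutathione beads · Probe or stimulus – fluorescein-tagged arrestin peptide at 50 nM final · Timing – 12 min plus 1 h, RT · Detection – bead flow cytometry, FITC channel · Read-out basis – inhibition as reduced fluorescein signal on beads, percent · Medium – PBS plus Tween 20 (0.05%) and BSA (0.1%)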
SR-BI HDL uptake = inhibitors of SR-BI mediated HDL lipid uptake, primary screen, ldlA[mSR-BI] cells, fluorescence, single point. hit rate 0.96% among 320,000. inhibition, % at 12.5 µM. ldlA[mSR-BI] CHO cells, DiI-HDL uptake fluorescence, 3 h. Scavenger receptor class B member 1 (Mus musculus), Q61009;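 active means mean replicate inhibition of at least 70% and a set share of replicates each scoring 70 or more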;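 further: 0% = median of neutral control wells and 100% = median of positive control wells; values of inactives mirror those of a sister screen read the other way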
SR-BI uptake up = activators of SR-BI mediated DiI-HDL uptake, primary screen, ldlA[mSR-BI] CHO cells, DiI fluorescence | activation, % at 12.5 µM | AID 504775, 2011 | 3 h; 100 = double the neutral-control signal | hit rate 0.096% among 320,000;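 active means mean replicate activation of at least 60% and every replicate at or above 60%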;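 further: 0% = median plate neutral-control signal and 100% = twice that signal; values of inactives mirror those of a sister screen read the other way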
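Test system: SR-BI-overexpressing, LDLR-lacking CHO cells; Also added: labelled HDL, 10 µg/mL; Measured by: bottom-read cell fluorescence after medium removal, ex 550/em 595 nm; Timing: 3 h uptake period with compound, 37 °C; Buffer or medium: F12, 0.5% BSA, 25 mM HEPES; Doses: single compound concentration, delivered by pin transfer.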
PvdQ acylase = P. aeruginosa PvdQ acylase inhibitors, primary screen, biochemical, fluorescence, plate reader and imaging, single point; purified PvdQ acylase; inhibition, % at 10 µM; hit rate 0.063% among 340,000; in the data active means inhibition above about 30%, passing the limit was not always enough;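 further: 0% = vehicle neutral wells and 100% = reference inhibitor wells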
Keap1 Nrf2 FP = Keap1-Nrf2 protein-protein interaction inhibitors, primary screen, biochemical, fluorescence polarization, single point; Keap1 Kelch-Nrf2 peptide fluorescence polarization, 1536-well; inhibition, % at 9.4 µM; hit rate 0.15% among 340,000; in the data active means inhibition above about 12%;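 further: human Keap1 Kelch domain with fluorescein labeled Nrf2 9mer peptide probe; 0% = neutral control wells and 100% = peptide positive control; higher means more block of Keap1 binding to Nrf2 peptide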
RTF Ca sens inh = cardiac RTF calcium sensitivity inhibitors, primary screen, biochemical, IANBD-TnC fluorescence, EC70 calcium; IANBD-labeled cardiac RTF, Ca2+ fluorescence; inhibition, % at 7.15 µM; hit rate 0.12% among 340,000; AID 493244, 2011;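 active means inhibition above the mean inhibition of all tested compounds plus 3 SD, cut at about 17% in these data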;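 further: assay run at fixed EC70 calcium of 1.6 mM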
NSD2 inh = NSD2 histone methyltransferase inhibitors, primary screen, biochemical, AlphaScreen, single concentration, set 2; hit rate 0.54% among 310,000; inhibition, % at 12.5 µM; NSD2 peptide methylation, 120 min; AID 743445, 2014; Histone-lysine N-methyltransferase NSD2 (Homo sapiens), O96028; in the data active means inhibition above about 50%
DAGLB inh = DAGLB lipase inhibitors, primary screen, biochemical, fluorescence, HTS; Diacylglycerol lipase-beta (Homo sapiens), Q8NCG7; hit rate 0.059% among 340,000; inhibition, % at 5.17 µM; HEK293T DAGLB membrane lysate, EnzChek fluorogenic substrate; in the data active means inhibition above about 34%;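 further: 0% = enzyme with vehicle and 100% = wells lacking enzyme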
Target sequence (Q8NCG7 whole entry, looked up): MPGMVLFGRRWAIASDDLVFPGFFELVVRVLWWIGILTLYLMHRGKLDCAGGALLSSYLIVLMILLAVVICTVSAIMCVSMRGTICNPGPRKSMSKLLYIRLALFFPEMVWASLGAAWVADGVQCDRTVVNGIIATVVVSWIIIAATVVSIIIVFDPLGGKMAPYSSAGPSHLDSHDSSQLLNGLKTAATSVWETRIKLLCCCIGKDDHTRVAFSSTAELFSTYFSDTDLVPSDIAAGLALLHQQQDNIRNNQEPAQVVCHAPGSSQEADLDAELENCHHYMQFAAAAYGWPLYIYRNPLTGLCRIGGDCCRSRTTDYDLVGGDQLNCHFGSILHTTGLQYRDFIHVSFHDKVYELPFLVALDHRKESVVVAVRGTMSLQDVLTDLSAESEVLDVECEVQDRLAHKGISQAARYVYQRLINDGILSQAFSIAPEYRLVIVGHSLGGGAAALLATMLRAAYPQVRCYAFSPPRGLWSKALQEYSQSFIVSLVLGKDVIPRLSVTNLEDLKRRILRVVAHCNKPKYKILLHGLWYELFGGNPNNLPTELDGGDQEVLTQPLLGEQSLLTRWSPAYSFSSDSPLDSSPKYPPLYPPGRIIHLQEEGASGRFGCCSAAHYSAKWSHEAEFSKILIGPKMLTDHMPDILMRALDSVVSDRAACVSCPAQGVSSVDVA
C-LANA FP = inhibitors of KSHV C-LANA binding to DNA, primary screen, biochemical, fluorescence polarization, FAM-LBS DNA, MBP-C-LANA, single point; Kaposi's sarcoma herpesvirus LANA C-terminal domain (residues 932-1162) DNA binding; inhibition, % at 9 µM; hit rate 0.078% among 340,000;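 active means highest replicate inhibition at or above 60% at 9 µM, even if other replicates fall short; inactive means all replicates below 60% inhibition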;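 further: 0% = neutral control wells and 100% = 4 µM acridine orange control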
PKA-R2B act = activators of PKA-R2B holoenzyme, primary screen, biochemical, fluorescence polarization, Cy5-IP20, human. activation, % at 11.4 µM. PKA-R2B holoenzyme dissociation; R2B truncated from residue 108, S112A mutant; 0% DMSO only, 100% 113 µM cGMP. hit rate 0.079% among 340,000;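 active means activation above a cutoff set at the mean over all compounds plus 3 SD, cut at about 18% in these data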;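 further: higher means more holoenzyme dissociation and a rise in polarization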
Target sequence (P31323 whole entry, looked up, other chains not shown, the tested form may be a part): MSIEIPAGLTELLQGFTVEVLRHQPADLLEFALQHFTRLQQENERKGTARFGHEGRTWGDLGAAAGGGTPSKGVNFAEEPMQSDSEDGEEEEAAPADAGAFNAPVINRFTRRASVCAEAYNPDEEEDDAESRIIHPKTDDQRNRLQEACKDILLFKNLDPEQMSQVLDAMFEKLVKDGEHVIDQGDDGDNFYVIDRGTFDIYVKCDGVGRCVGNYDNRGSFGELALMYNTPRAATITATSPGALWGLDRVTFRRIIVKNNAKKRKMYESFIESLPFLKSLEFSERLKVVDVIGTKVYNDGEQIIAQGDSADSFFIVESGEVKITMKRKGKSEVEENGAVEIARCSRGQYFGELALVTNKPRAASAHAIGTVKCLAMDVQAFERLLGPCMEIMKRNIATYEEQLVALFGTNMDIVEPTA
* = called active by the depositor; . = not tested or not shown.

SMILES	Arr AP2 block	SR-BI HDL uptake	SR-BI uptake up	PvdQ acylase	Keap1 Nrf2 FP	RTF Ca sens inh	NSD2 inh	DAGLB inh	C-LANA FP	PKA-R2B act
Cc1cc(C)cc(OCC(=O)NNC(=O)c2cc(C)[nH]n2)c1	12	-14	14	14	-6	-7	0	4	0.4	1
CCCC(=O)Nc1cccc(NC(=O)c2ccc3c(c2)OCO3)c1	1	29	-29	-12	-3	0	-3	-1	-23	0
COc1ccc(NC(=O)c2cc(Br)ccc2Cl)c(OC)c1	13	64	-64	13	-2	5	-5	-5	-0.2	-3
Cc1cnc(C(=O)OCc2ccc(C#N)cc2)cn1	-8	.	.	-15	-5	-15	-1	-1	-0.1	5
Cc1csc(NC(=O)c2cnccn2)n1	-2	-14	14	-10	3	0	-2	4	1.1	0
Cc1oc2cc3oc(=O)c(CCC(=O)NCCCn4ccnc4)c(C)c3cc2c1C	0	34	-34	-5	0	-10	.	-1	1.9	-2
COCc1nc2oc3ccccc3c(=O)c2cc1C(=O)OC	-3	16	-16	-2	0	-4	1	-3	-3.6	2
CC(C)CSc1ncc(-c2cccc(C(F)(F)F)c2)cn1	2	2	-2	-10	-5	-3	-5	-10	-2.1	-8
O=[N+]([O-])c1cccc(/C(=N/N=C/c2ccccc2Br)C23CN4CN(CN(C4)C2)C3)c1	26	12	-12	-5	-2	-6	2	0	-0.8	12
CC1=C(C(=O)OC(C)C)C(c2ccc(Br)s2)NC(=O)N1 (stereo not drawn)	-5	-3	3	-1	0	0	.	-1	0.3	-4
CC(=O)N(C(C)=O)c1c(N2CCCC2)c2ccccc2oc1=O	31	-8	8	1	0	-4	-1	-2	-0.7	-3
COc1cccc(OCC(=O)Nc2cc(Cl)ccc2Oc2ccccc2)c1	-8	87*	-87	-1	2	5	1	-29	0.0	0
CC(C)c1ccc(NC(=O)Cc2c(C(=O)O)n(C)c3ccccc23)cc1	-6	-1	1	-12	-2	-3	1	5	0.9	-2
Cc1ccc(C)c(OCCCCn2ccnc2)c1	10	9	-9	18	1	-20	4	-1	-0.6	2
Cc1ccc(S(=O)(=O)NN=Cc2cc(Cl)ccc2O)cc1	31	-1	1	-1	-4	7	3	2	1.8	-14
CC1CCN(S(=O)(=O)c2ccc(N=NC3=C(O)CC(C)(C)CC3=O)cc2)CC1	18	-29	29	-2	-3	1	-2	3	4.7	-18
Nc1nc(NCC(=O)O)nc(NC2CCCCC2)c1[N+](=O)[O-]	-3	3	-3	-2	-3	-8	0	2	-0.3	0
Cc1ccccc1NC(=S)N(CCCN1CCCCC1)Cc1ccco1	27	-7	7	3	-2	-9	1	-5	-1.8	-5
O=C(COC(=O)CNC(=O)c1ccco1)NCCN1C(=O)CSC1=O	14	-22	22	2	-6	-3	6	-2	-0.4	1
CC(C)Nc1nc(-c2cccnc2)nc(-c2ccc(Cl)cc2)c1C#N	12	52	-52	6	-2	-7	-1	-4	1.2	-5
O=C(CCc1ccc(O)cc1)c1c(O)cc(O)cc1O	6	-12	12	-14	-8	-2	.	2	-0.7	-3
CC(=O)Nc1cccc(NC(=O)CS(=O)(=O)c2cn(CC(=O)N3CCCC3)c3ccccc23)c1	4	-20	20	-12	0	-8	3	-2	-0.3	-6
CC1N/C(=C\C(=O)c2ccccc2)N(O)C1(C)C (stereo not drawn)	8	7	-7	-1	-4	4	-3	-4	0.4	4
CS(=O)(=O)N1CCC(C(=O)Nc2cc(Cl)cc(Cl)c2)CC1	-6	-5	5	3	3	6	0	-1	0.4	0
N#CCC(=O)Nc1ccc(C(=O)NCCc2c[nH]c3ccccc23)cc1	-6	.	.	-10	-2	-4	1	1	1.2	-11
O=C(O)CC(CC(=O)N1CCOCC1)c1ccccc1 (stereo not drawn)	-14	-16	16	-11	-1	-3	-1	2	-0.4	-2
COc1ccc(CN2C(=O)c3ccccc3C(/C=N/OCc3ccc(Cl)cc3)C2=O)cc1 (stereo not drawn)	21	27	-27	8	-1	-7	0	0	-1.0	-6
COCCCNC(=O)Nc1ccc(F)cc1F	-2	-14	14	-13	0	-35	-2	-2	-0.6	-12
FC(F)(F)c1cccc(Sc2nc(-c3ccccc3)nnc2C(F)(F)F)c1	2	6	-6	-5	-4	-7	-1	1	-2.4	10
COc1ccc(NS(=O)(=O)c2cc(NC(=O)[C@@H](NC(N)=O)C(C)C)ccc2C)cc1	13	.	.	13	-3	-3	-2	0	0.0	-1

Reprinted at random: two records from the list.
SMILES	Arr AP2 block	SR-BI HDL uptake	SR-BI uptake up	PvdQ acylase	Keap1 Nrf2 FP	RTF Ca sens inh	NSD2 inh	DAGLB inh	C-LANA FP	PKA-R2B act
O=C(O)CC(CC(=O)N1CCOCC1)c1ccccc1 (stereo not drawn)	-14	-16	16	-11	-1	-3	-1	2	-0.4	-2
CC1N/C(=C\C(=O)c2ccccc2)N(O)C1(C)C (stereo not drawn)	8	7	-7	-1	-4	4	-3	-4	0.4	4

The list continues.
SMILES	Arr AP2 block	SR-BI HDL uptake	SR-BI uptake up	PvdQ acylase	Keap1 Nrf2 FP	RTF Ca sens inh	NSD2 inh	DAGLB inh	C-LANA FP	PKA-R2B act
COc1ccc(-c2noc(CCC(=O)NCCCN3CCN(c4ccccc4F)CC3)n2)cc1	-7	19	-19	-8	1	-7	.	-1	1.1	-18
CCOc1ccc(OCC)c(NC(=O)C2CCN(S(=O)(=O)c3c(C)[nH]c(=O)[nH]c3=O)CC2)c1	4	-3	3	-10	0	11	-3	-1	-1.6	1
O=C(NCCO)c1cc2c([nH]c3ccccc32)c(-c2ccc(F)cc2)n1	36	69	-69	7	-2	2	-2	-4	-2.5	-6
COCCN(CC(=O)Nc1cccc(C)c1C)C(=O)c1cc2c(s1)CCC2	-5	6	-6	-14	-2	-7	1	-3	-0.9	2
CCCCOC(=O)Cn1c(=O)n(CC(=O)OCCCC)c2cc(C)ccc21	2	11	-11	-5	-2	-5	-6	-9	-1.6	-5
Cc1ccc(C(=O)Nc2ccc(Nc3ccccc3)cc2)c(Cl)c1	39	43	-43	2	3	-4	-4	-1	-0.4	-13
Cc1cc(OCC(=O)N2CCC(O)CC2)c2c(C)cc(=O)oc2c1	-2	47	-47	6	-6	0	-2	0	4.9	-12
COCCn1nnnc1C(C(C)C)N(Cc1cccnc1)Cc1ccccc1Cl (stereo not drawn)	4	0	0	-11	0	-19	-4	-1	-0.4	3
CC12C=CC(=O)C=C1CCC1C2C(=O)C[C@@]2(C)C1CCC2(O)C(=O)CO (stereo partly drawn)	-2	5	-5	-2	-1	1	.	2	-0.6	14
COc1cc(/C=C(\C#N)C(=O)c2ccc(O)c(O)c2)cc(I)c1O	4	1	-1	-4	-139	-12	.	10	14	7
CC[C@@H]1C/C=C\Cc2ccccc2[C@H](C(=O)C[C@@H](O)CC(C)=O)OC1=O	9	23	-23	3	-1	-3	.	1	-0.3	2
CN(Cc1ccccn1)Cc1nc(-c2ccc(Cl)cc2)no1	0	-3	3	-7	-5	-12	4	-12	1.9	-4
Cc1c(Nc2nc3ccccc3nc2NS(=O)(=O)c2cccc(Cl)c2)c(=O)n(-c2ccccc2)n1C	8	2	-2	-10	-4	-9	14	6	0.4	5
O=C(NCc1ccccc1)c1cc[n+](Cc2ccccc2)cc1	8	-12	12	3	-4	1	-2	2	0.2	-15
COc1ccc(F)cc1COc1nc(C)nc2ccccc12	21	.	.	-2	-2	-39	-2	-2	0.2	2
CC(=O)Nc1ccc(NS(=O)(=O)c2cc(Cl)sc2Cl)cc1	37	-5	5	12	0	-2	1	1	-1.1	0
O=[N+]([O-])c1ccc(N2CCc3ccccc3C2)cc1	16	5	-5	-12	2	1	1	-3	-2.3	-7
CCOCC(=O)Nc1ccccc1C(=O)OCC	4	-2	2	0	0	0	1	-5	-3.3	-10
CCCCc1ccc(-c2csc(/C(C#N)=C/c3ccc(C)o3)n2)cc1	-21	25	-25	-5	-3	-10	-12	-2	-1.9	3
COc1ccc(NC(=O)CN2C(=O)C(C)Oc3ccccc32)c(OC)c1 (stereo not drawn)	22	-14	14	5	0	-8	0	1	-0.7	0
Oc1ccc(C=Nc2cccc3ccccc23)c(O)c1	13	7	-7	-11	-6	-9	10	2	1.5	-8
COc1ccc(C(C)(C)C)cc1NC(=O)COc1ccc(-c2nnco2)cc1	16	65	-65	0	1	-1	0	-4	0.1	0
O=C(O)c1ccc(OCC(O)Cn2cnc3ccccc32)cc1 (stereo not drawn)	3	-5	5	-10	-3	-4	0	1	-0.3	-7
O=C(O)c1nn(-c2cccc(Cl)c2)c(=O)cc1O	0	-20	20	-10	-4	6	5	1	-0.8	0
Cc1sc(NC(=O)C2CCCCC2C(=O)O)c(C(N)=O)c1-c1ccc(C(C)(C)C)cc1 (stereo not drawn)	-1	-23	23	-10	0	-10	6	7	-1.8	-1
O=S(=O)(c1ccc(F)cc1)N1CCN(CC(O)COc2ccccc2F)CC1 (stereo not drawn)	11	-6	6	-12	-6	-10	-2	-2	1.9	-5
Cc1ccc(CNC(=O)CSc2nnc3n2CCCCC3)cc1	24	-17	17	-1	3	-10	12	-2	-2.7	-3
Cc1cc(C)nc(CCNC(=O)CC2C(=O)NCCN2Cc2ccccc2)n1 (stereo not drawn)	0	-15	15	-11	-6	-1	-4	0	-0.8	-1
CCc1cc(C(=O)N2CCN(c3ncccn3)CC2)sc1C	-7	18	-18	-26	-3	1	-1	-6	0.4	-16
COc1ccc(N2CCN(C(=O)COC(=O)/C=C/c3ccc(OC(F)F)cc3)CC2)cc1	8	-14	14	9	5	-2	-1	-3	-1.1	-2
O=C(Nc1ccn(Cc2c(F)c(F)c(F)c(F)c2F)n1)c1cccc(Cn2cc([N+](=O)[O-])cn2)c1	20	47	-47	15	0	-2	.	0	-0.3	-6
COc1ccc(Cl)cc1NC(=O)CSc1nncn1-c1cccnc1	.	5	-5	1	-4	1	-2	1	-1.0	-1
CSc1ccccc1NC(=O)Cc1ccccc1	15	-29	29	-20	-2	-5	-2	-3	-1.1	-1
O=C(Nc1ccccc1OC(F)F)c1cccc(S(=O)(=O)N2CCCC2)c1	1	24	-24	-10	2	3	-1	-1	-0.3	1
Cc1ccc(-c2csc(NC(=O)C3=NN(C4CCS(=O)(=O)C4)C(=O)CC3)n2)cc1 (stereo not drawn)	-8	-9	9	-12	0	1	-3	0	1.6	-10
